Bioassay records (PubChem)
T cell modulator – T cell immune modulators affecting CD8 T cell-vesicle binding; actives 0.068% (n = 330,000); 2C CD8+ T cell-vesicle binding, flow cytometry; active compounds read low; calls only at 7 µM;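 active = response, share of CD8 T cells binding vesicles, and their 90th percentile fluorescence all below set limits, cut at about 80% in these data, passing the limit was not always enough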
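Read-out – percent CD8+ FL2 mean versus row control · System – murine 2C transgenic CD8+ T lymphocytes · Times – 1.5 h cell–vesicle binding at 37 °C, then 20 min icy labelling · Control set – naked vesicles low, QL9 vesicles with vehicle high · Detection – cytometric PE anti-B7-1 and Alexa647 anti-CD8 signals after 1% paraformaldehyde fixation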
T cell modulator vesicle-bound % – also measured in T cell modulator; calls as there; double positive events, %; measured here: CD8+ vesicle-bound cell fraction;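 binding gate set so that unloaded-vesicle control wells show 10% double positive cells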
* = called active by the depositor; i = inactive. Only part of the results is shown; rates above refer to the full screens.

A first look, 5 compounds:
Compound	T cell modulator	T cell modulator vesicle-bound %
O=[N+]([O-])c1ccc(/C=N/Nc2ccnc3cc(Cl)ccc23)o1	i	31
COc1ccc(C(=O)NCCN=C2NS(=O)(=O)c3ccccc32)cc1	i	25
CN1CCCC(CC2c3ccccc3Sc3ccccc32)C1 (stereo unspecified)	i	27
Cc1ccc(NC(=O)CCNS(=O)(=O)c2ccc3[nH]c(=O)oc3c2)c(Cl)c1	i	9
C=CC[C@@H](CC(=O)N[C@@H](CO)Cc1ccccc1)C(=O)NC[C@@H](OC(=O)[C@@H](CC=C)Cc1ccc(F)cc1)c1ccccc1	i	33

Main list, previewed entries included:
Compound	T cell modulator	T cell modulator vesicle-bound %
O=[N+]([O-])c1ccc(/C=N/Nc2ccnc3cc(Cl)ccc23)o1	i	31
COc1ccc(C(=O)NCCN=C2NS(=O)(=O)c3ccccc32)cc1	i	25
CN1CCCC(CC2c3ccccc3Sc3ccccc32)C1 (stereo unspecified)	i	27
Cc1ccc(NC(=O)CCNS(=O)(=O)c2ccc3[nH]c(=O)oc3c2)c(Cl)c1	i	9
C=CC[C@@H](CC(=O)N[C@@H](CO)Cc1ccccc1)C(=O)NC[C@@H](OC(=O)[C@@H](CC=C)Cc1ccc(F)cc1)c1ccccc1	i	33
Cc1cc(Cl)ccc1OCC(=O)NC(=S)Nc1ccc(Cl)cn1	i	17
COc1ccc(C)cc1Nc1nc(C)nc2c1oc1ccccc12	i	59
O=C(c1ccc(N2CCCS2(=O)=O)cc1)N1CCN(c2ccc(F)cc2)CC1	i	39
O=C(c1cccc(OC2CCN(Cc3ccc(F)cc3Cl)CC2)c1)N1CCCC1	i	18
C=CCOc1c(Br)cc(/C=C2/C(=O)ON=C2C)cc1OC	i	36
COc1cc(C2NC(=O)NC(c3ccccc3)=C2C(C)=O)c(Br)c(Br)c1O (stereo unspecified)	i	36
Cc1ccc(S(=O)(=O)c2nc(-c3ccccc3)oc2SCC(=O)NCC2CCCO2)cc1 (stereo unspecified)	i	32
COc1cccc2sc3cc(NCc4ccc(C)o4)ccc3c(=O)c12	i	11
COC(=O)c1ccc2c(=O)[nH]c(COC(=O)CCC(=O)c3ccc(Cl)cc3)nc2c1	i	28
Cc1nc(Nc2cc(F)ccc2C)c2nnn(Cc3ccccc3)c2n1	i	40
NC(=O)c1nsc(C(=O)N(CC(=O)NC2CCCCC2)c2ccc(Cl)cc2)c1N	i	17
O=[N+]([O-])c1ccccc1N=Nc1ccc(O)cc1	i	15
COc1ccc(OCCN(C)Cc2c(O)ccc3ccccc23)cc1	i	31
COc1ccc(C2NC(=O)CCC2[N+](=O)[O-])cc1 (stereo unspecified)	i	21
CCN(CC)C(=O)n1c(Cc2ccccc2)nc2ccccc21	i	67
COc1cccc2cc(C(=O)C3=C(O)C(=O)N(CCN4CCOCC4)C3c3cccc(Cl)c3)oc12 (stereo unspecified)	i	16
CN(C(=O)C1CC1)C1CCS(=O)(=O)C1 (stereo unspecified)	i	29
COc1cccc2cc(C(=O)NCc3ccccc3Br)c(=O)oc12	i	11
Cc1cccc(C)c1NC(=O)C1CCN(S(C)(=O)=O)CC1	i	42
Cc1nn(-c2ccccc2)c(C)c1/C=C/C(=O)OCC(=O)Nc1ccc(C(N)=O)cc1	i	11
c1ccc(C2Nc3ccccc3C3OCCCC23)cc1 (stereo unspecified)	i	12
COc1cc(C(=O)NNC(=O)CCOc2ccccc2C)cc(OC)c1OC	i	40
Cc1ccccc1CN1CCC(Oc2ccc(C(=O)NCc3ccccn3)cc2)CC1	i	48
CCNC(=O)c1ccccc1NC(=O)C1CC(=O)N(C(C)C)C1 (stereo unspecified)	i	36
Cc1ccc(NC(=O)CN(C)C(=O)COC(=O)COc2ccc(C#N)cc2)cc1	i	53
CCOC(=O)c1sc(NC(=O)C2CC(=O)N(c3ccccc3OC)C2)nc1C (stereo unspecified)	i	44
O=C(Nc1cccc(Cl)c1)NC1CC2CCC1C2 (stereo unspecified)	i	51
Cc1ccccc1NC(=O)Nc1c(C)n(C)n(-c2ccccc2)c1=O	i	56
Cc1cc(=O)oc2cc(NC(=O)CN3C(=O)NC(C)(c4ccccc4)C3=O)ccc12 (stereo unspecified)	i	38
COc1ccc(NC(=O)CCc2nc3ccccc3c(=O)[nH]2)cc1S(=O)(=O)N1CCCCC1	i	33
Cc1cccc(C(=O)N2CC(=O)Nc3ccc(F)cc3C2c2ccc(F)cc2)c1 (stereo unspecified)	i	60
COc1ccc(N2C(=O)c3cccc4c(N(C)CCO)ccc(c34)C2=O)cc1	i	60
FC(F)(F)c1cccc(CN2CCN(c3ncccn3)CC2)c1	i	52
CN(CC(=O)Nc1c(Cl)cccc1Cl)C(=O)Cn1[nH]c(=O)c2ccccc2c1=O	i	47
O=c1[nH]cccc1-c1nc2cc(Cl)ccc2n1Cc1ccccc1	i	62
Cc1c(C)c2c(OCC(=O)NCc3ccco3)cc3c(c2oc1=O)CCC(C)(C)O3	i	23
Cc1ccc(S(=O)(=O)NCC(=O)N(CC(=O)NC(C)(C)C)Cc2ccc3c(c2)OCO3)cc1	i	32
CCC1CCCCN1CCCNC(=O)CSc1nc2nc(C)c(Cc3ccccc3)c(C)n2n1 (stereo unspecified)	i	29
CC(Sc1nnc(-c2ccncc2)n1C)C(=O)Nc1nccs1 (stereo unspecified)	i	43
C=CC1=C(C(=O)O)N2C(=O)[C@@H](NC(=O)/C(=N\OCC(=O)O)c3csc(N)n3)[C@H]2SC1	i	8
Nc1ccc(NC(=O)c2cccc(C(=O)Nc3ccc(N)cc3Cl)c2)c(Cl)c1	i	25
Cn1c(C(=O)N/N=C/c2ccccc2)cc2ccccc21	i	37
COc1ccc(C2=Nn3c(nnc3C(F)(F)F)SC2)cc1	i	45
COC(=O)C1=C(C)N(Cc2ccccc2)C(=NCCCCO)N[C@H]1c1cccc(C(F)(F)F)c1	i	51
CCc1ccc(/C=N/NC(=O)Cc2ccc(OC)c(OC)c2)s1	i	17
C[C@H](CO)N1C[C@H](C)[C@@H](CN(C)S(=O)(=O)c2cn(C)cn2)Oc2c(NC(=O)Nc3ccc(C(F)(F)F)cc3)cccc2C1=O	i	11
COc1cc([N+](=O)[O-])ccc1NC(=S)Nn1cnnc1	i	68
CC(NCC(=O)NCC(=O)Nc1ccc(F)cc1)c1cccc(C(F)(F)F)c1 (stereo unspecified)	i	48
O=C(c1cc(-c2cccc(Cl)c2)on1)N1CCCCCC1	i	34
COc1ccccc1CN1CCC(n2nccc2NC(=O)CCc2ccccc2)CC1	i	38
CCc1c(C(=O)N/N=C/c2ccc(OCc3ccc(F)cc3)c(OC)c2)nnn1-c1nonc1N	i	26
CCN1CCN(C(=O)C2CCCN(S(=O)(=O)c3cccc4nsnc34)C2)CC1 (stereo unspecified)	i	2
O=C(NCC(=O)N1CCN(c2ccccc2O)CC1)c1ccc2ccccc2c1	i	24
Cc1ccc(N(C(=O)c2ccc3c(c2)OCO3)C2C=CS(=O)(=O)C2)cc1C (stereo unspecified)	i	69
CCN(CC(=O)Nc1cc(Cl)ccc1C)C(=O)CCS(=O)(=O)c1ccc(Cl)cc1	i	7

(next part)
Compound	T cell modulator	T cell modulator vesicle-bound %
C=CCN1C(=O)C2C(C(=O)NC3CCCC3)C3C=CC2(O3)C1C(=O)NC1CCCC1 (stereo unspecified)	i	32
CCn1c(-c2ccc[nH]c2=O)nc2ccccc21	i	60
CCC(=O)Oc1ccc(C2NC(=O)c3ccccc3O2)cc1OC (stereo unspecified)	i	50
Cc1ccc(OCCOc2cccc(/C=N/NC(N)=O)c2)cc1	i	57
CCCCc1nnc(NC(=O)CN2C(=O)NC3(CCCCC3)C2=O)s1	i	10
O=C(c1ccccc1)N1CCN(S(=O)(=O)c2cccs2)CC1	i	57
Cc1ccc(NS(=O)(=O)c2cccc(C(=O)N3CCN(c4ncccn4)CC3)c2)cc1	i	56
CCCCn1c(N)c(N(CCOC)C(=O)c2cc(-c3ccc(OC)cc3)nc3ccccc23)c(=O)[nH]c1=O	i	56
CCN(CC(=O)NCc1ccc(Cl)cc1)C(=O)CSc1cccc(C(F)(F)F)c1	i	12
CCCCc1c(C)[nH]c2nc3ccccc3n2c1=O	i	55
CC(=O)N/C(=C\c1ccccc1)C(=O)OCC(=O)N(C)C1CCS(=O)(=O)C1 (stereo unspecified)	i	20
CCc1ccc(S(=O)(=O)NCC2(N3CCOCC3)CCCCC2)cc1	i	29
COc1cc2c(cc1NC(=O)COCC(=O)O)oc1ccccc12	i	30
COc1cccc(COC(=O)c2cc(=O)[nH]c3ccc(S(=O)(=O)N4CCOCC4)cc23)c1OC	i	44
COc1ccc(C(=O)NCc2nnc(SCC(=O)Nc3cc(OC)ccc3OC)o2)cc1	i	4
CN(CC(=O)Nc1ccc(N2CCOCC2)cc1)C(=O)c1cccc(Cl)c1Cl	i	40
O=[N+]([O-])c1cc(C(F)(F)F)ccc1NCCc1ccccn1	i	54
COc1ccc(S(=O)(=O)N2CCC3(CC2)OCCN3S(=O)(=O)c2c(C)cc(C)cc2C)cc1	i	31
C=C(C)c1ccccc1NC(=O)CCN1C(=O)c2ccccc2S1(=O)=O	i	10
COc1ccc(CCNC(=O)c2ccccc2NS(=O)(=O)c2cc(C(=O)O)ccc2OC)cc1	i	22
CC(=O)Nc1ccc(NC(=O)COC(=O)c2ccc(S(=O)(=O)NCc3ccco3)cc2)cc1	i	47
O=C(NCc1ccccc1)NC(=O)c1ccccc1F	i	12
Cc1ccccc1NS(=O)(=O)c1ccc(C(=O)N2CCCC2)cc1	i	35
COc1ccc(-c2cc(C(=O)NCC3CCCO3)c3ccccc3n2)c(OC)c1 (stereo unspecified)	i	37

Complete entries, looked up by structure:
Listed for COc1ccc(C(=O)NCCN=C2NS(=O)(=O)c3ccccc32)cc1 → T cell modulator = i; T cell modulator vesicle-bound % = 25
Listed for CCN(CC(=O)NCc1ccc(Cl)cc1)C(=O)CSc1cccc(C(F)(F)F)c1 → T cell modulator = i; T cell modulator vesicle-bound % = 12

Next part:
Compound	T cell modulator	T cell modulator vesicle-bound %
Clc1cccc(CNCCCSc2ncccn2)c1Cl	i	60
COc1ccc(NC(=O)CN(c2ccc(OC)cc2)S(=O)(=O)c2c(C)nn(C)c2C)cc1	i	7
Cc1nc2ccccc2c(C)c1CC(=O)OC(C)C(=O)NC1(C#N)CCCCC1 (stereo unspecified)	i	30
COc1ccc(-c2cc(C)no2)cc1S(=O)(=O)N1CCCCC1	i	53
COC(=O)c1ccc(C)c(NC(=O)COC(=O)C2CC3CCCC(C2)C3=O)c1 (stereo unspecified)	i	39
O=C(Cn1ncc2c3ccccc3n(Cc3cccc(Cl)c3)c2c1=O)NCc1ccccn1	i	12
C=C(C)COc1ccc(-c2nc(N)ncc2-c2ccc(Br)cc2)c(O)c1	i	36
Cc1ccc(S(=O)(=O)N(C)C)cc1NC(=O)C1CCCN(C(=O)c2ccc(Cl)cc2)C1 (stereo unspecified)	i	51
CCCN1CCc2c(sc(NC(=O)c3ccc(S(=O)(=O)N4CCCC4)cc3)c2C(N)=O)C1	i	67
CN(CC(=O)Nc1ccccc1Cl)C(=O)COC(=O)/C=C/c1cccs1	i	43
O=C(COC(=O)C1(c2ccccc2)CCCC1)N1CCNC1=O	i	42
COc1ccc(CCNc2nc(C)cc(C)c2C#N)cc1OC	i	52
Cc1cccc(NC(=O)c2cc(-c3cc(Cl)ccc3O)n[nH]2)c1	i	48
O=C(Nc1nc2ccccc2[nH]1)c1ccc(Cl)cc1	i	22
CC(C)CCC(C(=O)NC(C)c1ccccc1)C(=O)NC(C)c1ccccc1 (stereo unspecified)	i	5
COc1ccccc1CNC(=O)C1CC2Cn3c(nc4cc5ccccc5cc43)C2N1C (stereo unspecified)	i	5
O=C(NN=Cc1ccccc1C(=O)O)c1ccc(NS(=O)(=O)c2cccs2)cc1	i	51
CC(C)N1CCN(CC2COc3ccccc3O2)CC1 (stereo unspecified)	i	34
COc1ccc(/C=C2/C(=O)N(c3ccccc3)N=C2C)c(OC)c1	i	57
CC(C)[C@]1(c2ccc(Cl)cc2)ON(c2ccccc2C(F)(F)F)C1=O	i	42
CCCN(CC(=O)Nc1ccccc1C)C(=O)COc1c(Cl)cccc1Cl	i	22
COc1ccc(NC(=O)CSc2nnc3ccc(-c4ccncc4)nn23)cc1	i	46
COc1cc(CN2CCN(C(=O)c3cccc4ccccc34)CC2)cc(OC)c1OC	i	54
COc1ccc(N2CCN(C(=O)C(=O)c3cn(CC(=O)N4CCOCC4)c4ccccc34)CC2)cc1	i	11
NC(=O)CC(NC(=O)c1ccc(Cl)cc1)C(=O)NCCc1ccc(S(N)(=O)=O)cc1 (stereo unspecified)	i	38
Cc1ccc(C)c(CNC(=O)Nc2ccccc2)c1	i	25
Cc1cc(C)cc(C(=O)NCCC(=O)N2CCC3(CC2)NCCc2[nH]cnc23)c1	i	23
COC(=O)C1=CN(c2cc(C)cc(C)c2)C=C(C(=O)OC)C1c1ccc(OC)c(O)c1	i	43
COc1ccc(OC)c(N2C(=O)CC(NNC(=O)c3ccc4c(c3)OCO4)C2=O)c1 (stereo unspecified)	i	13
CC(=O)c1ccc(S(=O)(=O)Nc2ccc(N3CCOCC3)cc2)cc1	i	30
CCOC(=O)c1ccccc1NC(=O)C1CSC2(C)CCC(=O)N12 (stereo unspecified)	i	16
COc1ccc(Nc2nc(C)cc(C)c2C#N)c(OC)c1	i	53
